Source: PubChem (several laboratories)
Yeast growth inh = reduces growth of yeast BB579 in restrictive medium; 0.51% of 140,000 active; AID 804; S. cerevisiae BB579 growth, OD615, 48 h; inhibition, % at 10 µM;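 active = inhibition above a set limit, 3 SD over the mean compound inhibition, cut at about 44% in these data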; also: inactives centre near -24
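System: Saccharomyces cerevisiae DeaD strain BB579, replicative lifespan model yeast | Buffer or medium: Restrictive glucose-based CSMM-D medium | Times: 4 h preincubation and 48 h exposure at 30 °C | Detection: OD615 turbidity measurement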
MRP-1 activ = MRP-1 activation | viability increase, % at 10 µM | AID 799 | 0.61% of 140,000 active | H69AR cells + doxorubicin, viability rescue, CellTiter-Glo;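 active = viability gain under doxorubicin at or above a set limit, the compound median plus 3 SD, cut at about 4.7% in these data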;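 also: MRP-1 overexpressing cells given doxorubicin 25 µM after compound pretreatment; 18-22 h compound pretreatment then 72 h with doxorubicin before readout; 0% = doxorubicin-only wells and 100% = vehicle-treated cells without doxorubicin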
E-sel TNF inh = blocks E-selectin expression induced by TNF alpha. HUVEC TNFa-induced E-selectin immunofluorescence, high content. 0.71% of 120,000 active. inhibition, % at 2 µM;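 active = inhibition above the batch mean plus 3 SD, and confirmed as a hit on visual image review, cut at about 43% in these data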;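 also: 0% = TNF-stimulated DMSO wells and 100% = unstimulated control wells; not every result past the cut was called active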
Phagocytosis inh = inhibitors of macrophage phagocytosis | 0.07% of 110,000 active | J774A.1 macrophage IgG-bead phagocytosis, imaging | inhibition, % at 5 µM | AID 1029;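 active = inhibition above the mean of the plate negative controls plus 5 SD, cut at about 13% in these data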;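 also: phagocytic index as fraction of beads internalized from green versus red external bead signal; plate controls were DMSO negative control for no effect and cytochalasin-D positive control for full effect; some results beyond the cut were filed as inactive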
Measles CPE = protection of cells from measles virus; Measles virus-infected cells, CPE protection, absorbance; protection (pct of control), % at 4 µM; 1.5% of 140,000 active; in the data active = protection mostly above about 24%, no sharp cut-off; inactive = mostly below about 26%; also: some compounds called inactive have numbers as strong as hits
Yeast life ext = extends the lifespan of yeast; S. cerevisiae growth with nicotinamide, OD615; deaD strain in restrictive glucose medium; inhibition of the nicotinamide effect, % at 10 µM; 0.68% of 130,000 active; AID 775;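 active = inhibition above a set limit, placed 3 SD over the median of all compounds, cut at about 26% in these data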;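 also: 0% = nicotinamide-treated wells and 100% = cells grown without nicotinamide; some compounds called inactive have numbers as strong as hits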
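Material: Modified budding yeast, DeaD strain | Medium: Restrictive glucose medium | Probe or stimulus: 1.5 mM nicotinamide | Dosing: Single dose 10 µM compound, 0.25% DMSO | Times: 48 h at 30 °C | Technique: OD615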
bCat KO growth = beta-catenin-lacking colon tumor cell growth suppression; HCT116 beta-catenin knockout viability, CellTiter-Glo, 60 h; hits give low values; viability, % at 10 µM; 1.5% of 140,000 active; AID 818;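 active = viability at or under a set limit, the compound median less 4 SD, cut at about 6% in these data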;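 also: 0% = Hyamine 1622 control at 20 µM and 100% = untreated cell control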
PTEN del growth = growth suppressors of cells with PTEN tumor suppressor deletion. HCT116 PTEN-null viability, CellTiter-Glo, 60 h; hits give low values. viability, % at 10 µM. 1.2% of 140,000 active. AID 827;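 active = viability at or below a set limit, 4 SD under the median of all tested compounds, cut at about 3.7% in these data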;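 also: PTEN knockout HCT116 line with beta catenin targeted HCT116 as companion control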
GALR2 antag = GALR2 (human) receptor antagonism. AID 828. inhibition, % at 4 µM. O43603. GALR2-expressing cells, antagonist mode. 0.39% of 140,000 active; in the data active = inhibition above about 27%;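 also: cells stimulated with galanin 1-16 at roughly its EC80; 0% = agonist challenge control and 100% = basal control without agonist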
Target sequence (O43603 whole entry, looked up): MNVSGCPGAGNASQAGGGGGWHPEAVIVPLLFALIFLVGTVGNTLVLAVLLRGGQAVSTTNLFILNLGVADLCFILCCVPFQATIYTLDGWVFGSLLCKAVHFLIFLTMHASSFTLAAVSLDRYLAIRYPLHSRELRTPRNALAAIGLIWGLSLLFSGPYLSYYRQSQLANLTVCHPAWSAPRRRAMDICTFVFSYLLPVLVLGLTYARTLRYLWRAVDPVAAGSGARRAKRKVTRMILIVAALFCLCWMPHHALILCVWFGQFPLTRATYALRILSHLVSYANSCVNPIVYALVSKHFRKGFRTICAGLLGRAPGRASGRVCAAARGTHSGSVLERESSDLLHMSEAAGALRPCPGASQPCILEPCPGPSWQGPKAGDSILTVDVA
NPY Y2 blocker = antagonists of human neuropeptide Y receptor Y2 | NPY-Y2 expressing cells, antagonist mode | AID 793 | 0.99% of 140,000 active | P49146 | inhibition, % at 2.7 µM; in the data active = inhibition above about 17%;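 also: 0% = vehicle with agonist challenge and 100% = reference antagonist with challenge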
Target sequence (P49146 whole entry, looked up): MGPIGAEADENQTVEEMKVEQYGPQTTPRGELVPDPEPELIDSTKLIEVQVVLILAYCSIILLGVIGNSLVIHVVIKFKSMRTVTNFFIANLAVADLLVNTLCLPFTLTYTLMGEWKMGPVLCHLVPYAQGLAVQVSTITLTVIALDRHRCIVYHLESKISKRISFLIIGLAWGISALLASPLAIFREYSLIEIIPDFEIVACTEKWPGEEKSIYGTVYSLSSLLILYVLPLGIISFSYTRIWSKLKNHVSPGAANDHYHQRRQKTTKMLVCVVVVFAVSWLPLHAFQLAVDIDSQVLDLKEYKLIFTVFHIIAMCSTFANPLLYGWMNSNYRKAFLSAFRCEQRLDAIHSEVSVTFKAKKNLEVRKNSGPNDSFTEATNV
* hit, by the source's call; . = no result given; & = joins results of further samples. The order is random; any-hit rate near 6.1%.

SMILES | Yeast growth inh | MRP-1 activ | E-sel TNF inh | Phagocytosis inh | Measles CPE | Yeast life ext | bCat KO growth | PTEN del growth | GALR2 antag | NPY Y2 blocker
Clc1ccc(-c2n[nH]c3c2CCC3)c(Cl)c1 | -1.5 | -0.7 | 4.5 | -2.0 | 4.7 | -9.3 | 101.5 | 99.1 | 5.3 | -3.8
CCOC(=O)N1CCN(S(=O)(=O)c2ccc(C(=O)Nc3ccc4c(c3)C(=O)NC4=O)cc2)CC1 | -23.1 | -2.6 | 10.3 | -5.7 | 19.5 | 3.1 | 92.4 | 96.7 | 7.5 | 3.1
CCCOc1ccc(Cn2cnc3ccccc32)cc1 | -72.0 | -1.2 | -19.6 | 1.6 | 2.0 | 4.6 | 43.0 | 54.2 | 14.8 | 2.4
COCc1nc(-c2cc(OC)c(OC)c(OC)c2)no1 | 0.3 | -3.4 | -41.2 | 0.2 | 4.1 | -8.2 | 95.9 | 91.6 | 2.8 | 1.6
Cc1snc(SCC(=O)N/N=C(\N)COc2ccc(F)cc2)c1C#N | -49.8 | 0.5 | -9.9 | 2.2 | 13.6 | -7.3 | 84.2 | 89.5 | -10.6 | -0.7
CCOc1ccc(N2C(=O)CC(N3CC(C)OC(C)C3)C2=O)cc1 (stereo unspecified) | 7.4 | 1.3 | -19.6 | 2.9 | 8.4 | -10.2 | 105.8 | 98.9 | -4.1 | 0.3
COc1cc(N2CN=c3s/c(=C\c4ccccn4)c(=O)n3C2)cc(OC)c1OC | -38.1 | -0.9 | . | 0.3 | 13.3 | -8.9 | 98.4 | 102.2 | 7.1 | 4.8
CCOC(=O)c1ccc(-n2ccnc2)c(NC(=O)c2ccc(C(C)(C)C)cc2)c1 | -2.2 | -2.0 | . | -5.1 | 14.9 | 6.7 | 69.2 | 77.9 | -0.9 | 3.8
CCOC(=O)c1c(C)oc(NC(=O)COc2ccc(Cl)cc2C)c1C#N | -16.0 | -3.2 | 23.4 | -1.0 | 5.5 | -10.8 | 99.5 | 98.1 | 0.0 | 11.0
CCNC(=S)N1CCN(C(c2ccccc2)c2ccccc2)CC1 | -11.9 | -0.1 | . | -0.6 | 22.5 | -10.1 | 84.8 | 86.4 | -4.7 | 0.7
COCC(=O)Nc1nnc(SCC(=O)NCc2cccs2)s1 | -26.1 | -0.1 | -5.8 | -0.7 | 26.8 | -6.7 | 77.6 | 100.2 | -2.2 | 0.0
CCOc1ccc(S(=O)(=O)N(C)c2ccc(OCC(=O)Nc3nc(-c4cc(OC)ccc4OC)cs3)cc2)cc1 | -19.5 | -1.7 | 7.9 | -11.6 | 16.1 | -1.5 | 96.8 | 90.0 | 1.4 | 1.5
C=CCc1ccccc1OCC(O)CN1CCN(Cc2ccc3c(c2)OCO3)CC1 (stereo unspecified) | -48.9 | -0.7 | -5.7&-27.6 | . | 11.1 | -7.5 | 71.3 | 83.7 | 5.0 | 6.6
CCOc1ccc(N=Nc2c(N)[nH][nH]c2=O)cc1 | -20.0 | -1.3 | . | -3.7 | 5.3 | 0.2 | 84.1 | 95.1 | 4.3 | 1.1
Cc1ccccc1OCc1nc(-c2ccccc2)no1 | 16.5 | -2.4 | 4.6 | 3.7 | 11.4 | -11.4 | 91.6 | 85.1 | -18.8 | 5.2
CN(CC(=O)Nc1ccc(S(=O)(=O)N2CCCC2)cc1)Cc1ccc(Cl)cc1Cl | -16.2 | -1.5 | . | . | 4.7 | 3.5 | 80.0 | 71.8 | 8.7 | -2.1
O=C(c1ccc2nc(-c3ccco3)c(-c3ccco3)nc2c1)N1CCN(c2ccccc2)CC1 | -34.2 | -0.8 | 11.5 | . | 3.0 | -15.8 | 72.2 | 65.8 | -3.1 | 6.1
Cc1cc(C)n2c(SCC(=O)N3CCN(S(=O)(=O)c4ccc(Cl)cc4)CC3)nnc2n1 | -23.4 | -3.4 | -35.7 | 0.2 | 7.1 | -17.3 | 94.4 | 102.0 | 2.9 | 0.2
O=C(CSc1nc2c(sc3ccccc32)c(=O)n1CCCN1CCCC1)NCC1CCCO1 (stereo unspecified) | -9.5 | -3.4 | -11.2 | 1.2 | 20.6 | -1.7 | 84.6 | 89.0 | -5.6 | 0.9
COc1ccc(S(=O)(=O)N2CCCCCC2)cc1C(=O)OCC(=O)NCC(C)C | -9.7 | -2.9 | 3.5 | 1.9 | 9.6 | -11.8 | 96.9 | 96.6 | -5.9 | 0.4
CC1=C2C(=O)OC(c3ccoc3)C2(C)CCC1 (stereo unspecified) | -33.0 | -1.2 | . | -2.2 | 7.7 | -17.2 | 88.5 | 87.5 | -6.6 | 0.7
O=C(C1CCN(CC2CC=CCC2)CC1)N(CCc1ccccc1)Cc1ccccc1 (stereo unspecified) | -13.0 | -3.2 | 15.9 | -1.9 | 2.3 | 4.7 | 55.4 | 61.9 | 2.1 | 18.1*
O=C(NCCCn1ccnc1)c1cn(-c2ccccc2)nc1-c1ccc(F)cc1 | -4.6 | -3.3 | -6.6 | 0.4 | 18.4 | -4.3 | 90.9 | 91.8 | 9.5 | -0.2
O=C(CCN1C(=O)c2ccccc2C1=O)N1CCN(Cc2ccc(Cl)cc2Cl)CC1 | -4.6 | 0.5 | -19.2 | -1.3 | 30.8 | -3.1 | 97.6 | 96.2 | -5.1 | 5.0
CNC(=S)NNC(=O)Cc1ccc(O)cc1 | -13.8 | 0.3 | 17.1 | 3.7 | 10.7 | 1.3 | 92.8 | 103.1 | -2.0 | 2.1
O=C(CN1C(=O)COc2ccccc21)NCCN1CCc2ccccc2C1 | -1.1 | -1.7 | -6.0 | 1.0 | 11.0 | 3.1 | 78.8 | 88.0 | 0.2 | 1.8
O=c1c2ccccc2nc(SCc2ccccc2Cl)n1Cc1ccccc1 | -26.4 | -2.7 | 25.4 | . | 19.2 | -6.1 | 60.6 | 63.1 | -5.7 | -0.2
O=C(Cn1nc(Cc2cccnc2)c2ccccc2c1=O)Nc1ccc2c(c1)OCO2 | 6.8 | -1.5 | . | 0.3 | 15.7 | -2.7 | 88.5 | 92.3 | 12.5 | -1.0
O=C(NCCc1ccc(Cl)cc1)C1CCN(C(=O)c2sccc2-n2cccc2)CC1 | -5.7 | 1.5 | . | -0.6 | 10.7 | -3.3 | 79.9 | 80.3 | 3.7 | 2.1
Cn1c(=O)oc2cc(S(=O)(=O)N3CCCC(C(=O)NCC4COc5ccccc5O4)C3)ccc21 (stereo unspecified) | -7.2 | 0.2 | -40.2 | 1.9 | 32.5 | -8.4 | 84.2 | 77.8 | 3.1 | 1.2
C/C(=C(/NC(=O)c1ccccc1)C(=O)O)c1ccco1 | -50.6 | -0.9 | -7.8 | 0.0 | 2.7 | 3.0 | 94.7 | 102.4 | 13.8 | 3.0
CC(=O)Nc1nc(-c2cccs2)cs1 | 16.1 | -3.0 | -1.3 | 0.1 | 4.8 | -27.0 | 77.6 | 79.3 | -4.5 | 1.3
N#C/C(=C\c1cn(Cc2ccc(C#N)cc2)c2ccccc12)C(=O)NCc1cccs1 | -38.1 | -0.9 | -0.6 | -8.4 | 36.4 | 8.4 | 90.8 | 88.4 | 5.2 | -0.4
COc1cc(/C=C/C(=O)c2ccc(NS(=O)(=O)c3ccc(C)cc3)cc2)cc(OC)c1O | -62.5 | -6.0 | 6.3 | -7.7 | 3.6 | 14.0 | 7.5 | 6.2 | 17.1 | -0.7
CCCCOc1ccc(-c2nnc(-c3ccco3)o2)cc1 | -7.9 | 0.8 | . | -0.8 | 3.6 | -22.6 | 82.0 | 91.0 | -16.5 | 16.5
CCN(CC)S(=O)(=O)c1cccc(-c2nc3n(n2)Cc2ccccc2-3)c1 | -52.3 | 0.7 | . | -0.6 | 10.1 | -3.6 | 102.8 | 98.1 | -4.2 | 2.3
COc1ccc(NC(=O)CSc2nc(-c3ccncc3)nn2CC(=O)N2CCCC2)cc1 | -17.9 | -0.3 | -16.0 | -1.8 | 6.2 | -13.1 | 97.7 | 102.4 | 1.3 | 0.6
CCOC(=O)C(=O)N=Nc1c(O)[nH]c2ccccc12 | -30.9 | 0.6 | -7.5 | -8.3 | 6.9 | 2.0 | 97.4 | 98.9 | -1.2 | 0.9
COc1ccc(Br)cc1CN1CCN(C(=O)c2cccc(OC)c2OC)CC1 | -80.2 | -1.3 | . | -0.1 | 3.2 | 6.9 | 98.8 | 95.9 | -4.1 | 0.3
COc1ccc(OCC(O)CN2CCCCCC2)cc1 (stereo unspecified) | -28.4 | 1.2 | 7.5 | . | 24.8 | . | 86.4 | 104.4 | 14.6 | 3.5
Cc1ccccc1NC(=O)Cc1nc(CSc2nnc(C3CCCCC3)n2N)cs1 | -80.5 | -1.3 | 9.7 | -0.9 | 7.5 | -3.4 | 93.0 | 101.1 | 16.7 | -0.5
CCCN(CCC)CCCNS(=O)(=O)c1cc(Br)cc2c1N(C(C)=O)CC2 | 9.6 | -1.1 | 25.1 | . | 4.6 | -10.2 | 101.8 | 99.0 | 2.5 | 1.4
CC[C@H](C)[C@H](NS(=O)(=O)c1ccc(C)cc1)C(=O)N1CCC(C(=O)N[C@@H](C)C(=O)O)CC1 | 24.5 | -1.0 | -8.8 | 0.6 | 23.4 | -20.6 | 90.5 | 97.1 | 5.2 | 3.8
CCCC(=O)Nc1ccc(N2CCN(S(C)(=O)=O)CC2)cc1 | -3.3 | 0.3 | 16.1 | -0.4 | 14.1 | 3.6 | 90.3 | 95.2 | -5.9 | 1.7
COc1ccc(NC2=C(NCCO)C(=O)c3ccccc3C2=O)cc1 | -0.9 | -3.5 | 0.5 | -1.7 | 10.6 | 0.7 | 11.9 | 23.1 | 2.5 | -0.8
CCC(=O)N/C=C/n1cnc2cc(C(F)(F)F)ccc21 | -1.1 | 0.3 | 2.9 | -0.7 | 3.9 | -6.8 | 108.6 | 99.7 | -6.9 | 4.5
COc1cc(C2N3CC4(C)CN2CC(C)(C3)C4)ccc1O (stereo unspecified) | -38.7 | 0.6 | 8.2 | -0.4 | 1.9 | -11.9 | 99.9 | 109.1 | -10.7 | 0.5
CN(C)S(=O)(=O)N1CCN(C(=O)N2CCCCCC2)CC1 | -9.7 | -0.1 | 13.8 | -0.4 | 3.6 | -2.7 | 96.9 | 96.7 | -6.3 | -0.5
O=C(Nc1ncc2c(n1)-c1ccccc1CC2)c1ccc(F)cc1 | 11.7 | -2.6 | . | . | 3.7 | -21.1 | 76.6 | 69.5 | 2.5 | 2.4
CCC1(C)Cc2c(sc3c2c2ncnn2c2nnc(SCC(=O)NCc4ccco4)n32)CO1 (stereo unspecified) | -33.8 | -2.1 | -35.8 | -0.9 | 10.4 | -9.6 | 66.6 | 68.3 | 3.0 | 0.9
